TDP2 inh = human TDP2 enzyme inhibitors, primary screen, biochemical, epi absorbance, recombinant enzyme | Tyrosyl-DNA phosphodiesterase 2 (Homo sapiens), O95551 | T5PNP hydrolysis, p-nitrophenol absorbance 415 nm | inhibition, % at 12.8 µM | actives 0.34% (n = 370,000);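 active = inhibition above the mean of all tested compounds plus 3 SD, set per campaign, cut at about 25% in these data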;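 also: 0% = DMSO with enzyme and 100% = buffer with substrate but no TDP2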
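Read-out basis: percent inhibition. System: recombinant human TDP2. Buffer or medium: Mg2+-containing Tris-HCl buffer, pH 7.5. Repeats: single replicate. Timing: reaction 2 h, 37 °C. Benchmarks: high control without enzyme, low control DMSO plus TDP2. Probe or stimulus: 5 mM T5PNP. Doses: 12.8 µM only. Measured by: epi absorbance of p-nitrophenol freed from T5PNP by hydrolysis.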
mABHD4 FP = ABHD4 inhibitors, primary screen, biochemical, fluorescence polarization, mouse; (Lyso)-N-acylphosphatidylethanolamine lipase (Mus musculus), Q8VD66; purified mABHD4, FP-Rh probe fluorescence polarization; inhibition, % at 8.92 µM; actives 0.54% (n = 370,000);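 active = inhibition exceeding the mean over every tested compound plus 3 SD, cut at about 30% in these data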;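 also: 0% = plate median of compound wells and 100% = S159A mutant with DMSO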
Target sequence (Q8VD66 whole entry, looked up): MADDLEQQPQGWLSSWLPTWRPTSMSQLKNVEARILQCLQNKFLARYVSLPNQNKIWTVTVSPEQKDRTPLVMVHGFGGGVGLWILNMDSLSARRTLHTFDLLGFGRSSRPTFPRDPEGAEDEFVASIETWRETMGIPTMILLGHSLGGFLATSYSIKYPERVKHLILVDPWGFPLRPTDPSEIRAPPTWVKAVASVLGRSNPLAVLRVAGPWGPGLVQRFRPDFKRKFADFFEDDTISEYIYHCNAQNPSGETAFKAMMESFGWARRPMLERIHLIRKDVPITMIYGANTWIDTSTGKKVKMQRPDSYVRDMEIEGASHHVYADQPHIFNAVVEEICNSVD
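Assay system: mABHD4 protein; medium: HEPES pH 7.0, NaCl, Pluronic buffer; dosing: 8.92 µM, single dose; schedule: 45 min + 60 min at 25 °C; signal: FP readout, ex 525 nm / em 598 nm; read-out: normalized percent inhibition of probe labeling; repeats: single replicate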
LEDGF integ inh = blockers of LEDGF/p75-dependent integrase strand transfer – biochemical, TR-FRET, high throughput, primary screen; TR-FRET IN-LEDGF/p75 DNA integration, Eu/Cy5; HIV-1 integrase (with human LEDGF/p75); actives 0.64% (n = 370,000); inhibition, % at 3.7 µM; AID 743269, 2014;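 active = inhibition above the screen-wide mean plus 3 SD, cut at about 13% in these data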;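 also: signal is the Cy5 over europium emission ratio at 671 and 618 nm; 0% = plate median of compound wells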
TCR CD3 inh = inhibitors of human TCR-CD3 interaction, primary screen, biochemical, fluorescence, TAMRA-labeled TCR probe | inhibition, % at 9.4 µM | actives 0.37% (n = 360,000) | T-cell receptor (TCR); in the data active = inhibition above about 19%;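 also: recombinant mutant TCR 2C K166C tagged with TAMRA read by polarization; 0% = receptor in buffer alone and 100% = receptor with positive control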
HTRA1 inh = HTRA1 serine protease inhibitors, primary screen, biochemical, fluorescence polarization, HTS; actives 0.5% (n = 340,000); inhibition, % at 5.96 µM; recombinant HTRA1, FP-rhodamine activity-based probe; Q92743; in the data active = inhibition above about 36%;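 also: 0% = enzyme with DMSO and 100% = wells lacking enzyme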
Target sequence (Q92743 whole entry, looked up): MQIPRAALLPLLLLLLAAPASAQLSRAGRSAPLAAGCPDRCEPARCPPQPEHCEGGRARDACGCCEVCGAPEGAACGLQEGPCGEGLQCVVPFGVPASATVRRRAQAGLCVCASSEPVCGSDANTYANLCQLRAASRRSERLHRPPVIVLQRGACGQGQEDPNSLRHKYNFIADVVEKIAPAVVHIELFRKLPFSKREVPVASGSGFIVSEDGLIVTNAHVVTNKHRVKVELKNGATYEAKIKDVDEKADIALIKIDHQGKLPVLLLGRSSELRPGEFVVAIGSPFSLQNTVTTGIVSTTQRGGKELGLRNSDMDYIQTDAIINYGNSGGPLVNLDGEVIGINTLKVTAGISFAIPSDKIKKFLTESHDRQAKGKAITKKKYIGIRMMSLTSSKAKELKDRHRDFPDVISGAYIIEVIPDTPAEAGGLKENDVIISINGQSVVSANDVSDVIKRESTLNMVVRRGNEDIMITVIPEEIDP
Rev-erbA mod = modulators of Rev-erb alpha DNA binding, primary screen, biochemical, FITC-DNA, fluorescence polarization, uHTS | Nuclear receptor subfamily 1 group D member 1 (Homo sapiens), P20393 | Rev-erbα–FITC-DNA binding, 90 min | activity, % at 10 µM | actives 0.79% (n = 370,000) | AID 1259318, 2017;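 active = activity above about 14%, limit read from the data; passing the limit was not always enough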;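 also: 0% = DMSO wells with 35 nM protein and 100% = DMSO wells with 750 nM protein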
PRMT1 FP inh = PRMT1 methyltransferase inhibitors, primary screen, biochemical, fluorescence polarization. inhibition, % at 2.79 µM. actives 1.3% (n = 370,000). Protein arginine N-methyltransferase 1 (Homo sapiens), Q99873. recombinant PRMT1, activity-based probe fluorescence polarization. AID 652257, 2013;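 active = inhibition above about 21% made by adding two undisclosed values, limit read from the data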
PG9 binder = binders of HIV-1 gp120 antibody PG9, primary screen, biochemical, TR-FRET. TR-FRET gp120-PG9 antibody binding. inhibition, % at 6.7 µM. actives 0.43% (n = 360,000). AID 624416, 2012; in the data active = inhibition above about 8.5%
SIAE primary = human SIAE inhibitors, primary screen, biochemical, fluorescence polarization, FP-Rh probe, 1536-well HTS; Sialate O-acetylesterase (Homo sapiens), Q9HAT2; SIAE FP-Rh probe binding; inhibition, % at 9.66 µM; actives 0.69% (n = 370,000); AID 1053197, 2014;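 active = inhibition above a cutoff: mean of compounds within the control limits plus 3 SD of those, cut at about 17% in these data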;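 also: 0% = plate median of compound wells and 100% = probe without SIAE protein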
rCAG RNA binder = binders of r(CAG) RNA repeats, primary screen, biochemical, fluorescence; actives 1.3% (n = 370,000); AID 651821, 2012; r(CAG) RNA repeat, TO-PRO-1 dye displacement fluorescence; inhibition, % at 3 µM;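 active = inhibition above the plate cutoff, the mean of all test compounds on that plate plus 3 SD, cut at about 35% in these data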;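 also: 0% = DMSO alone and 100% = 100 µM mitoxantrone as full dye displacement; higher means more dye released from RNA so lower well fluorescence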
Starred values were filed as active, the others as inactive; · = not tested or not shown. This is a subset; the hit share may differ from the screen's.

SMILES	TDP2 inh	mABHD4 FP	LEDGF integ inh	TCR CD3 inh	HTRA1 inh	Rev-erbA mod	PRMT1 FP inh	PG9 binder	SIAE primary	rCAG RNA binder
O=C(OCC(=O)c1ccc[nH]1)c1ccc([N+](=O)[O-])cc1	6	5	-3	2	3	8	1	0.9	8	6
O=C(O)CCCC(=O)Nc1ccccc1C(=O)N1CCCC1	9	3	1	6	0	-8	-1	-1.0	1	0
CCOC(=O)N1CCN(C(=O)C2CCN(c3ncnc4c3sc3cccc(F)c34)CC2)CC1	5	8	-1	-3	-10	-3	0	1.8	-2	-2
CN(CC(=O)Nc1ccccc1Cl)C(=O)c1ccccc1SCC(=O)N1CCCC1	-2	-1	2	-5	4	0	1	1.2	9	-8
COc1cc(S(=O)(=O)N(Cc2cccnc2)Cc2cccc(OC)c2OC)ccc1-n1cnnn1	3	5	-4	5	-3	1	2	0.3	3	-5
Nc1ccc(-c2nnc(-c3ccc(-c4ccccc4)cc3)o2)cc1	0	-4	-3	0	-14	0	1	9.5*	9	12
O=C(COC(=O)c1cc2ccccc2cc1O)NC(=O)NCc1ccco1	-5	-3	9	4	-28	6	1	-3.0	-6	4
CC1=C(C(=O)OCc2ccccc2)C(c2ccccc2OC(F)F)NC(=O)N1 (stereo unspecified)	-16	-12	-2	-3	-14	0	14	-0.2	-9	-6
COc1cccc(NC(=O)CCc2nc(-c3ccccc3F)no2)c1	0	-5	-4	5	-6	3	-2	-1.4	6	0
CCCc1ccc(S(=O)(=O)Nc2ccc(C)c(NS(C)(=O)=O)c2)cc1	-7	8	-1	-11	·	-5	2	0.4	3	4
Cc1ccccc1CN1CCC(C(=O)Nc2ccc(Oc3cccnc3)cc2)CC1	4	0	4	0	3	1	-6	1.0	8	-6
O=C(NCc1ccccc1Cl)c1ccc2c(c1)OCO2	-5	-14	4	2	-7	-3	-2	-1.1	4	0
COC(=O)[C@]12CCCCC=C1N(Cc1ccc(Cl)cc1Cl)C(=O)[C@H](CC(=O)NCCCCc1ccccc1)C2	-2	-8	2	-3	·	5	0	1.3	-8	11
COCCNC(=O)CSc1nccn1Cc1ccc2c(c1)OCO2	0	0	2	-1	8	0	-1	1.3	-1	4
O=C(CCCN1C(=O)/C(=C/c2ccccc2)SC1=S)Nc1ccc(O)cc1	6	-11	-2	-5	-6	3	2	-0.2	5	5
COc1cc2c(C(=O)O)c(C)n(CC(C)C)c2c2ccccc12	9	13	0	-4	0	7	3	-0.3	1	18
COc1ccc(/C=C(\C#N)C(=O)ONC2=NCCCCC2)cc1	-16	-5	2	-7	-5	0	1	-2.3	-3	8
COc1cccc(NC(=O)CN(c2cccc(F)c2)S(C)(=O)=O)c1	0	-9	5	-1	1	-1	-2	-1.3	13	0
Cc1c(O)ccc(C(=O)CN2C(=O)c3ccccc3C2=O)c1O	-3	-9	1	-4	-2	·	2	-0.2	-4	6
NC(=O)c1ccc(NS(=O)(=O)c2ccc(Br)s2)cc1	-9	-4	0	-5	3	0	-2	-2.6	-1	1
Cc1cc(C)nc(SCc2nnc(SCC(=O)Nc3ccc(Cl)c(C(F)(F)F)c3)o2)n1	6	2	-1	-2	-5	3	-3	0.7	-10	0
NC(=O)COC(=O)c1cc([N+](=O)[O-])ccc1NCCO	9	-1	-3	0	7	-4	0	-0.1	0	0
Nc1nc(N)c2cc(CNc3ccc(Cl)c(Cl)c3)ccc2n1	-9	38*	-2	-10	-6	-2	3	-2.2	39*	28
NNC(=O)CNC(=O)c1cccc(Br)c1	-6	2	0	5	-3	-5	-2	0.9	3	0
O=C(NC1CCCCC1)C(c1ccncc1)N(C(=O)c1csnn1)c1ccccc1 (stereo unspecified)	-6	0	-5	0	-3	1	-6	-2.9	-5	0
O=C(NNC(=O)c1cc2cc(OC(F)(F)F)ccc2[nH]1)c1cccc(C(F)(F)F)c1	6	-15	-1	5	-22	0	-1	-0.8	-1	13
CCN(CC)C(=O)C(Cc1ccccc1)N1C(=O)c2ccccc2C1=O (stereo unspecified)	1	3	1	1	3	0	-1	0.7	-4	-7
O=C(Oc1cccc2ccccc12)C1CC1	-4	-1	-2	-3	13	-7	-3	-0.9	2	23
CCCn1c(NCc2cccc(OC)c2O)nc2ccccc21	11	6	1	5	6	6	-2	-1.7	5	-4
O=C(NC(Cc1c[nH]c2ccccc12)C(=O)O)/C(=C/c1ccc2c(c1)OCO2)NC(=O)c1ccccc1 (stereo unspecified)	1	2	2	1	1	2	-1	-0.5	1	18
COC(=O)C[C@@H]1CC[C@@H]2[C@@H](COc3ccc(NC(=O)Nc4ccc(F)cc4)cc3C(=O)N2C)O1	-4	2	-2	·	·	2	5	·	1	6
COc1ccc(C(=O)NC(=S)Nc2ccc3c(c2)Cc2ccccc2-3)cc1	-8	-4	3	-5	-8	24*	2	1.1	-5	4
Cc1cc(NS(=O)(=O)c2ccc(NC(=O)COc3ccc(C#N)cc3)cc2)nc(C)n1	-4	-3	0	5	7	3	3	-0.4	8	12
CCCCC(=O)N(C)c1c(CC)nc2c(OCCC3CCCCC3)cccn12	-9	0	0	7	·	-6	4	0.0	9	-1
COc1cnn(-c2ccc([N+](=O)[O-])cc2)c(=O)c1Cl	21	10	-1	0	6	-5	3	-2.3	0	0
COc1ccc(OC)c(NCc2nnc(-c3ccccc3)o2)c1	-4	4	1	4	8	-5	-4	-3.0	6	-3
Cc1ccc(NNC(=O)c2ccno2)c(C)c1	-1	5	1	8	6	-3	12	-2.6	5	2
CCOc1[nH]n(-c2ccccc2)c(=O)c1C=Nc1ccc(Cl)cc1	-1	6	-2	-6	4	11	3	0.0	-3	1
CCCCCN(C(=O)CCC(=O)OCCOc1ccccc1)c1c(N)n(CCCC)c(=O)[nH]c1=O	7	3	2	3	-3	-9	-4	-1.0	0	-11
CCC(CC)=NNc1ccc(S(N)(=O)=O)cc1[N+](=O)[O-]	-1	4	-6	8	-1	3	-2	1.0	7	-1
CC1CCCCC1NS(=O)(=O)c1ccc(S(=O)(=O)N2CCN(CCC#N)CC2)cc1 (stereo unspecified)	2	-2	-3	5	-1	0	-2	-0.3	14	-3
O=C(CN1C(=O)CSc2ccc(S(=O)(=O)N3CCOCC3)cc21)NCc1cccnc1	11	1	-2	-10	-1	-3	7	0.8	-2	-3
COc1ccc(CCNC(=S)Nc2cc(C)cc(C)c2)cc1	-4	-11	-2	11	-20	-5	-2	0.3	-2	-7
NS(=O)(=O)c1ccc(Nc2ccc([N+](=O)[O-])c3nonc23)cc1	-4	-12	2	1	2	27*	1	-6.7	-6	1
Cc1cccc(NC(=O)Cn2c(C)c(C#N)c3ccccc32)c1C	2	2	-2	5	-4	-1	-2	2.0	-9	1
O=C1C=C(c2cccc3c2oc2ccccc23)CCC1	-7	-4	1	5	-46	0	0	-1.1	-7	5
CCSc1ccc([C@@H]2[C@@H]3C(=O)N(CC)C(=O)[C@@H]3[C@]3(C(=O)OC)CCCCN23)cc1OC	0	1	0	-12	-3	0	4	-2.8	3	-2
CN(Cc1ccccc1)C(=O)[C@H]1CCC(=O)N1Cc1ccco1	7	0	-2	7	-2	3	3	-0.1	5	3
O=S(=O)(c1ccc(Sc2nnc3ccccn23)nc1)N1CCOCC1	-9	7	-2	6	3	-12	66*	-1.8	2	-3
CC1=CS/C(=C(/C#N)C(=O)N2CCOCC2)N1c1ccccc1	-3	2	-7	3	-1	2	2	-0.8	0	-1
Cc1ccc(/C=C/C(=O)NCc2cccs2)o1	2	3	-2	-2	3	2	32*	-0.2	1	5
O=C(Nc1nc2c(s1)CN(Cc1ccccc1)CC2)c1cccc(S(=O)(=O)N2CCc3ccccc32)c1	-7	-27	-1	-12	-60	8	1	7.8	-56	-48
CN1CCCN(C(=O)CSc2nnc(-c3cccnc3)n2C2CCCCC2)CC1	5	8	-1	·	·	0	2	·	3	-2
Cc1ccc(NC(=O)c2ccc(OC(F)F)cc2)cc1S(=O)(=O)N(C)C	-9	-5	0	5	-18	3	-2	-1.5	-8	6
Cc1noc(C)c1CCC(=O)N1CCCC(CCC(=O)NCc2ccc(F)c(F)c2)C1 (stereo unspecified)	-1	0	-1	9	6	5	-3	-2.4	-1	-4
COc1ccc(-n2c(-c3ccc(Cl)cc3)c[n+]3c2CCc2ccccc2-3)cc1	-2	2	1	3	-3	2	0	-2.8	0	5
O=C(CSc1ccccc1)Nc1ccncc1	4	12	-4	0	2	-2	-2	-0.8	6	17
O=C(NNc1ncc(C(F)(F)F)cc1Cl)c1c(Cl)cccc1Cl	-8	3	2	4	3	4	-2	0.0	-3	3
COc1ccc2c(c1)CC/C(=C\Nc1ccc3c(c1)OCO3)C2=O	4	18	3	-12	12	-3	29*	-5.9	10	7
Fc1ccc(CSc2nnc(-c3cccnc3)o2)cc1	-8	-5	-3	2	-11	-3	2	0.8	-1	-4
C[C@H](CO)N1C[C@H](C)[C@@H](CN(C)Cc2ccccc2)Oc2ccc(NC(=O)Cn3cnnn3)cc2C1=O	6	-3	3	4	-1	8	-2	1.3	3	2
CCN(CC)CCNC(=O)c1ccc(NC(=O)c2cccc(S(=O)(=O)N3CCc4ccccc43)c2)cc1	-1	-16	-3	4	-26	-1	-1	0.2	-14	-1

Retrieved by compound from above:
SMILES	TDP2 inh	mABHD4 FP	LEDGF integ inh	TCR CD3 inh	HTRA1 inh	Rev-erbA mod	PRMT1 FP inh	PG9 binder	SIAE primary	rCAG RNA binder
Fc1ccc(CSc2nnc(-c3cccnc3)o2)cc1	-8	-5	-3	2	-11	-3	2	0.8	-1	-4
CCSc1ccc([C@@H]2[C@@H]3C(=O)N(CC)C(=O)[C@@H]3[C@]3(C(=O)OC)CCCCN23)cc1OC	0	1	0	-12	-3	0	4	-2.8	3	-2
CN(Cc1ccccc1)C(=O)[C@H]1CCC(=O)N1Cc1ccco1	7	0	-2	7	-2	3	3	-0.1	5	3
O=C(Nc1nc2c(s1)CN(Cc1ccccc1)CC2)c1cccc(S(=O)(=O)N2CCc3ccccc32)c1	-7	-27	-1	-12	-60	8	1	7.8	-56	-48
NS(=O)(=O)c1ccc(Nc2ccc([N+](=O)[O-])c3nonc23)cc1	-4	-12	2	1	2	27*	1	-6.7	-6	1
